From PubChem
CYP2C19 activ: activators of human cytochrome P450 2C19. P33261. recombinant CYP2C19, luciferin-H EGE luminescence; hits give high values; 0 = fully inhibited enzyme, 1 = untreated enzyme. activation factor at 5 µM. 96,000 tested, under 10 active. AID 1025;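 active = activation factor of at least 2 at 5 µM in the primary screen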;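 note: 0 = wells with 2.5 mM tranylcypromine and 1 = vehicle-only wells; values of inactives mirror those of a sister screen read the other way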
Target sequence (P33261 whole entry, looked up): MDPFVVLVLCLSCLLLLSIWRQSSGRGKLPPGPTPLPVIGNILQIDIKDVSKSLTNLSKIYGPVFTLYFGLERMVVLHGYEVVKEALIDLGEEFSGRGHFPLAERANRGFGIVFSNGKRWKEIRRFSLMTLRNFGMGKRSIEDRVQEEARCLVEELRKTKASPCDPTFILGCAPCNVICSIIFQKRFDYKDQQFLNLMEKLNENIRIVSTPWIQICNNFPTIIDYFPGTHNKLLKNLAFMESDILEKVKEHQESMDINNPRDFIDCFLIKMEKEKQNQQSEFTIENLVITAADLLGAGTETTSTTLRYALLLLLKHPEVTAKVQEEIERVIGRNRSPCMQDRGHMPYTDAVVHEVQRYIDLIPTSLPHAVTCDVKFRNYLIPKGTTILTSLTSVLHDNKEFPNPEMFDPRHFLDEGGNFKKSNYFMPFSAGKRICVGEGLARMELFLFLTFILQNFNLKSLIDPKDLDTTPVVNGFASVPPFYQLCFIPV
PLK1 PBD inh: Plk1 (human) PBD binding inhibition; P53350; Plk1 PBD phosphopeptide binding, fluorescence polarization; inhibition, %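 (tested at about 20 µM)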; hit rate 0.13% among 97,000; AID 693; in the data active = inhibition above about 34%, passing the limit was not always enough
PLK1 inh: PLK1 (human) kinase inhibition. P53350. recombinant PLK1 kinase, TR-FRET peptide phosphorylation. inhibition, % at 10 µM. hit rate 0.53% among 97,000;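 active = inhibition of 50% or more in the single-concentration screen; inactive = inhibition below 50%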;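 note: 0% = DMSO max control and 100% = H-89 dihydrochloride min control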
HIV Rev-RRE inh: HIV Rev-RRE protein-RNA interaction inhibition; Rev peptide-RRE RNA binding, FRET; inhibition, % at 8 µM; hit rate 0.79% among 97,000;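 active = inhibition above the screen-wide mean plus 3 SD, cut at about 35% in these data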;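 note: 0% = median DMSO wells and 100% = median Neomycin B control wells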
Target sequence (P05866 whole entry, looked up): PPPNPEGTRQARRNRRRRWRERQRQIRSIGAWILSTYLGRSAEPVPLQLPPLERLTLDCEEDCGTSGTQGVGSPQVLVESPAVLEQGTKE
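Test system: Cy5-tagged RRE RNA duplex with fluorescein-tagged Rev peptide; Probe or stimulus: labelled Rev peptide; Schedule: 5 min preincubation and 15 min binding, 25 °C; Signal: FRET fluorescence readout; Evaluation: % inhibition from 671/540 nm acceptor-to-donor ratio, scaled between controls; Control set: DMSO and neomycin B.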
EphB4 ephrin blk: antagonists of human EphB4-ephrin-B2 interaction; hit rate 0.15% among 97,000; inhibition, % at 7 µM; EphB4 LBD / TNYL-RAW-Alexa532 peptide, fluorescence polarization;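 active = inhibition above the screen-wide mean inhibition plus 3 SD, cut at about 15% in these data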;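 note: 0% = DMSO wells and 100% = excess unlabeled TNYL-RAW peptide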
CYP2C9 inhib: human CYP2C9 inhibition; P11712; inhibition, % at 5 µM; AID 777; CYP2C9 Supersomes, luciferin-H conversion, luminescence; hit rate 20% among 96,000;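 active = blocking of liver enzyme CYP2C9 beyond about 50% at 5 µM, limit read from the data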; note: values of inactives mirror those of a sister screen read the other way
Target sequence (P11712 whole entry, looked up): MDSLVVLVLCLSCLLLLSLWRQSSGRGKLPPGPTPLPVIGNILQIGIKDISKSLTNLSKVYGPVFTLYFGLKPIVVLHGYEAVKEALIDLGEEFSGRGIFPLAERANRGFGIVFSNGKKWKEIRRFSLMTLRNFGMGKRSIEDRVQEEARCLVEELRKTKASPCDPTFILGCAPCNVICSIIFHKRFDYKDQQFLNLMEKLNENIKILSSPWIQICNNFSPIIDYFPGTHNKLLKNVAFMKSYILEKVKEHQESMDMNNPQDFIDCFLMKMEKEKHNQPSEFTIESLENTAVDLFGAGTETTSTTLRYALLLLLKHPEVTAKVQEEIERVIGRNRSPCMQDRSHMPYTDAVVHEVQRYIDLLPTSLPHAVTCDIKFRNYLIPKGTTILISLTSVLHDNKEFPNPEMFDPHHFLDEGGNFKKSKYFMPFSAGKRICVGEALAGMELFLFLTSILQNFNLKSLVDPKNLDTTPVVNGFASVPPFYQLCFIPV
PLAP act: human PLAP activation | purified PLAP enzyme, luminescent substrate read-out; hits give high values | activation fold at 20 µM | hit rate 1.2% among 96,000 | AID 696; in the data active = activation fold above about 2
CYP2C9 act: activators of human CYP2C9; AID 1024; activation factor at 5 µM; hit rate 1.4% among 96,000; recombinant CYP2C9, luciferin-H conversion, luminescence; hits give high values; factor 1 = untreated enzyme, 0 = blocked; P11712;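 active = activation factor of 2 or more for CYP2C9 at a 5 µM dose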;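 note: 0 = sulfaphenazole-blocked wells and 1 = vehicle-only wells; values of inactives mirror those of a sister screen read the other way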
CYP2C19 inh: human CYP2C19 inhibition; inhibition, % at 5 µM; AID 778; CYP2C19 Supersomes, luciferin-H EGE luminescence, 30 min; P33261; hit rate 21% among 96,000;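 active = CYP2C19 inhibition above a set limit at 5 µM in the primary screen, cut at about 50% in these data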;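 note: plate controls were negative control wells for no effect and 2.5 mM tranylcypromine positive control for full effect; values of inactives mirror those of a sister screen read the other way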
The depositor's hits bear a star; . = not tested or not shown; [ ] = another dose, or the depositor's remark.

SMILES	CYP2C19 activ	PLK1 PBD inh	PLK1 inh	HIV Rev-RRE inh	EphB4 ephrin blk	CYP2C9 inhib	PLAP act	CYP2C9 act	CYP2C19 inh
CCOC(=O)c1c(NC(=S)NC(=O)c2ccc(Cn3cc(Cl)cn3)o2)sc2c1CCC(C)C2 (stereo unspecified)	1.1	2	-7	7	2	32	0.9	0.7	-9
Cc1ccc(-c2nnc(SCC(=O)N3CCN(c4ccccc4)CC3)o2)cc1	0.8	-24	-9	3	4	27	1.1	0.7	21
Cc1ccc(Cc2cnc(NC(=O)/C(C#N)=C/c3ccc(-c4ccccc4[N+](=O)[O-])o3)s2)cc1	0.9	6	-8	9	8	54*	0.9	0.5	9
Cc1cc(-c2nsc(=O)o2)c(S(C)(=O)=O)s1	0.9	.	.	.	.	17	0.8	0.8	10
CCOC(=O)C1CCCN(C(=O)c2sc3nc(-c4ccc(F)cc4)cn3c2C)C1 (stereo unspecified)	0.8	10	-4	4	2	28	1.4	0.7	21
CCOC(=O)C1CCN(C(=O)CN(c2cccc(OC)c2)S(=O)(=O)c2ccccc2)CC1	0.9	-13	-5	-3	-11	24	1.6	0.8	15
CCn1nc(C)c(C(=O)Nc2cc(Oc3ccc(Cl)cc3)cc([N+](=O)[O-])c2)c1C	0.8	-29	-9	2	5	48	1.6	0.5	25
CCC(C)NC(=O)C1CCC(=O)N(c2ccc3c(c2)OCO3)C1c1ccc(OC)cc1 (stereo unspecified)	0.6	-5	0	5	-2	26	1.4	0.7	39
CCOC(=O)c1ccc(C(=O)OCC)nc1	0.9	17	-3	7	3	10	1.1	0.9	11
CCOC(=O)CN1C(=O)C(O)(CC(=O)c2cccc(OC)c2)c2ccccc21 (stereo unspecified)	0.4	0	-2	-2	-7	28	1	0.7	63*
CCCCCC1CCC(C(=O)O)CC1 (stereo unspecified)	1.2	7	-13	9	5	-9	1.2	1.1	-16
CC(C)Oc1ccc(C2CC(=O)N(c3ccc(N(C)C)cc3)C2=O)cc1 (stereo unspecified)	.	-6	-8	2	3	.	.	.	.
CS(=O)(=O)N1CCC(NC(=O)Cc2ccccc2)CC1	0.9	3	-10	11	7	-4	0.9	1	10
COc1ccc(-n2cnc3cc(NS(=O)(=O)c4ccc(C)cc4)ccc32)cc1	0.1	5	-8	20	1	98*	1.7	0	91*
N=C1/C(=C\c2ccc(SCc3ccco3)o2)C(=O)N=C2SC=NN12	1	-3	-5	59*	-7	74*	1	0.3	-5
CC(C)COc1nc2ccccc2nc1C(C#N)C(=O)NC1CCCCC1 (stereo unspecified)	1	-18	4	0	-1	14	1.6	0.9	-2
COc1ccc(C2=NOC(C(=O)Nc3c(C)n(C)n(-c4ccccc4)c3=O)C2)cc1OC (stereo unspecified)	0.9	8	-5	3	2	12	1	0.9	9
Cc1cc(C)c(NC(=O)C2CCCN2C(=O)NC2CCCCC2)c(C)c1 (stereo unspecified)	.	-6	-12	0	1	.	.	.	.
COc1ccc(CCNC(=O)c2[nH]c(C)c(C(C)=O)c2C)cc1	0.5	-15	-11	3	1	73*	1.2	0.3	50*
Cc1cccc(Nc2nc(N)nc(CN3CCC(C)CC3)n2)c1C	.	14	-1	-1	6	.	.	.	.
CCc1nnc(SCc2ccc(CSc3nnc(CC)n3N)cc2)n1N	1.2	3	-3	1	-4	-18	0.8	1.2	-15
COc1ccc(-c2nnc(SCC(=O)c3ccc[nH]3)o2)cc1	1	13	-11	3	-3	-26	1.1	1.3	4
OC(COc1cccc(OCC(O)CN2CCOCC2)c1)CN1CCOCC1 (stereo unspecified)	1	6	3	-3	-14	1	0.9	1	3
COc1ccc(-c2nc(CS(=O)CC(=O)NCc3ccco3)c(C)o2)cc1 (stereo unspecified)	0.7	-24	6	3	3	33	1.3	0.7	29
Cc1n[nH]c(C)c1CCc1nc2c3ccccc3nc(SCC(=O)Nc3ccccc3F)n2n1	0.4	8	-5	7	1	95*	2.2*	0.1	64*
CC1=C(C(=O)OC2CCCCCCC2)C(c2cc3c(cc2Br)OCO3)CC(=O)N1 (stereo unspecified)	0.2	-10	-11	11	0	85*	1.5	0.2	75*
O=C(Nc1ccc2oc(-c3ccc(F)cc3)nc2c1)c1ccccc1F	1	6	-10	0	-4	17	0.9	0.8	-3
O=C(CSc1nnc(-c2ccccc2)o1)c1ccc2c(c1)OCCO2	0.9	-14	0	8	8	15	0.9	0.9	11
Cc1ccc(NC(=O)CSc2nc3ccccc3c(=O)n2CCCC(=O)N2CCCC2)cc1	0.5	32	-11	0	1	44	1	0.6	55*
CCOC(=O)CNC1CC(=O)N(c2cccc(Cl)c2)C1=O (stereo unspecified)	0.9	-14	-9	9	-4	9	1.4	0.9	14
O=C(NC1CCCCCCC1)c1ccco1	0.9	-3	-1	5	6	7	0.8	0.9	14
Cn1c(SCc2ccc(C#N)cc2)nnc1-c1cccc(Cl)c1	0.3	15	-5	1	-5	47	1.1	0.5	74*
CCC(=O)Oc1c(-c2ccccc2)c2nc3ccccc3nc2c2ccccc12	.	3	-99	112*[fluorescence artefact?]	6	.	.	.	.
COC(=O)c1ccc(S(=O)(=O)N2CCCCCC2)cc1	0.6	-28	-6	6	2	26	1	0.7	44
Cc1nnc2n(CCc3ccccc3)c(=O)c3c4c(sc3n12)CCCC4	.	-5	-14	9	3	.	.	.	.
O=C(c1ccc(Cl)s1)N1CCN(c2nc3ccccc3s2)CC1	0.8	20	-15	6	-7	14	0.8	0.9	17
Nc1cc(=O)[nH]c(SCCNS(=O)(=O)c2ccccc2)n1	1	4	-13	9	0	-3	1.2	1	-2
COc1ccc(CCNS(=O)(=O)c2cccc(F)c2)cc1OC	0.5	1	-5	-2	-2	51*	1.1	0.5	51*
Cc1ccc(C)c(NS(=O)(=O)c2cc(C(=O)Nc3ccccc3-c3ccccc3)ccc2C)c1	0.5	4	-9	8	5	80*	1.2	0.2	54*
COC(=O)C1=C(COc2ccc(F)cc2)NC(=O)NC1c1ccc(C)cc1C (stereo unspecified)	1	7	-13	11	-4	-2	1.1	1	2
C=C(C)CSc1ncc(-c2cccc(C(F)(F)F)c2)cn1	1	-15	-7	16	9	-6	0.8	1.1	-3
COc1ccc(CCNC(=O)CSc2nc(-c3ccco3)cc(C(F)(F)F)n2)cc1	0.4	.	.	.	.	69*	1	0.3	58*
COC(=O)Cc1cc(OC)c(OC)cc1Cc1cc(OC)c(OC)cc1CC(=O)OC	0.1	4	-1	2	6	25	1.5	0.8	88*
Cc1ccc(C(NC(N)=O)c2ccccc2C)cc1 (stereo unspecified)	0	-30	-5	-1	-2	49	0.7	0.5	99*
O=C1Nc2ccccc2C12NCCc1c2[nH]c2ccccc12 (stereo unspecified)	0.6	18	1	6	-8	27	0.9	0.7	44
CCOC(=O)c1cc(NC(=O)C2CCCO2)cc(C(=O)OCC)c1 (stereo unspecified)	0.8	-18	-6	-3	-1	29	1.5	0.7	19
CCOC(=O)c1sc(NC(=O)CSc2nc(C)cc(C)c2C#N)c(C#N)c1C	1.1	2	-7	13	2	12	1.1	0.9	-11
Cc1ccc(C)c(N2C(=O)CC(N3CCN(Cc4ccc5c(c4)OCO5)CC3)C2=O)c1 (stereo unspecified)	1	-25	-14	8	3	-19	1.6	1.2	-2
CCS(=O)(=O)Nc1cccc(C2=NN(S(=O)(=O)c3ccccc3)C(c3cccs3)C2)c1 (stereo unspecified)	0.5	-23	-1	6	-8	67*	1.1	0.3	50*
COc1ccccc1NC(=O)c1ccc(Br)o1	0.7	2	-2	-2	-2	-138	1.1	2.4*	33
COc1ccc(N2CCN(Cc3nc(N)nc(N4CCCc5ccccc54)n3)CC2)cc1	0.6	-8	-4	-6	-11	3	1	1	38
Oc1cccc(-c2nc3c4c(ncn3n2)-c2ccccc2CC42CCCC2)c1	1	8	5	8	3	23	0.9	0.8	-2
CCCNC(=O)c1ccccc1NC(=O)c1ccccc1N(C)S(=O)(=O)c1ccc(C)cc1	.	7	-14	5	2	.	.	.	.
Cc1onc(-c2c(Cl)cccc2Cl)c1C(=O)Nc1c(C)n(C)n(-c2ccccc2)c1=O	0.9	-10	-11	7	4	23	1.2	0.8	6
CCN(CC)C(=O)CSc1nc2ncccc2[nH]1	0.9	5	-8	0	-3	-7	1.8	1.1	6
Fc1ccc(Cn2nnnc2CN2CCN(C3CCCC3)CC2)cc1	1	45*	-5	-1	5	0	1.6	1	5
O=C(CN(Cc1ccc(F)cc1)C(=O)C1CSC(=O)C1)NC1CCCCC1 (stereo unspecified)	0.6	-10	-15	1	3	11	1	0.9	40
Cc1cc(C)nc(NS(=O)(=O)c2ccc(NC(=S)NC(=O)C(C)(C)C)cc2)n1	1	13	-29	-6	4	21	1.3	0.8	-3
CCCCc1nnc(NC(=O)CSc2nc(=O)cc(N)n2-c2ccccc2)s1	1.1	-16	-5	2	-3	23	0.9	0.8	-8
CC(=O)c1ccc(NS(=O)(=O)c2ccccc2)cc1	0.4	12	-6	4	2	79*	0.9	0.2	61*

(list continues)
SMILES	CYP2C19 activ	PLK1 PBD inh	PLK1 inh	HIV Rev-RRE inh	EphB4 ephrin blk	CYP2C9 inhib	PLAP act	CYP2C9 act	CYP2C19 inh
CCOC(=O)C1CCN(C(=O)CSc2cc(=O)n(C)c3ccccc23)CC1	1	-18	1	1	-7	18	1.4	0.8	2
Cc1nnc(SCC(=O)Nc2ccc(N3CCOCC3)cc2)n1-c1ccccc1	0.9	4	-10	1	-5	30	0.8	0.7	9
COc1cc2c(cc1OC)C(/C(C#N)=N\O)=NC(C)(C)C2	1	-11	-4	8	9	26	1.2	0.7	4
O=C1OC2(c3ccccc3)C3CCCC2C13	0.5	12	-8	10	5	-2	1	1	49
CC(=O)c1c(N2CCN(C(=O)C3CCCO3)CC2)nc(=S)n(-c2ccccc2)c1C (stereo unspecified)	1.2	-22	-10	2	-8	-13	1.3	1.1	-22
Cc1ccc(NC2=CC(=O)CC(c3ccco3)C2)c(N)c1 (stereo unspecified)	0.5	25	4	3	-3	23	1.3	0.8	49
CCOC(=O)C1CCN(c2c(NC3CCCc4ccccc43)c(=O)c2=O)CC1 (stereo unspecified)	1.1	-3	-15	6	2	2	1.1	1	-13
N#CCCC12CCCCC1=Nc1ccccc12 (stereo unspecified)	0.9	.	.	.	.	8	0.9	0.9	5
O=C(O)Cn1cc(C(=O)C2CC2)c2ccccc21	1.2	17	-21	8	-1	-22	0.9	1.2	-19
COC(=O)Nc1ccc2c(c1)N(C(=O)CCN1CCOCC1)c1ccccc1S2	0.5	-24	-9	0	-5	12	1.7	0.9	50
O=C(COc1ccc2oc3c(c2c1)CCCC3)Nc1ccccn1	0.8	-13	-16	9	-6	2	1	1	21

Record cards, from the list above:
`COc1cc2c(cc1OC)C(/C(C#N)=N\O)=NC(C)(C)C2` is entered as CYP2C19 activ = 1; PLK1 PBD inh = -11; PLK1 inh = -4; HIV Rev-RRE inh = 8; EphB4 ephrin blk = 9; CYP2C9 inhib = 26; PLAP act = 1.2; CYP2C9 act = 0.7; CYP2C19 inh = 4
`Cc1ccc(NC2=CC(=O)CC(c3ccco3)C2)c(N)c1` (stereo unspecified) is entered as CYP2C19 activ = 0.5; PLK1 PBD inh = 25; PLK1 inh = 4; HIV Rev-RRE inh = 3; EphB4 ephrin blk = -3; CYP2C9 inhib = 23; PLAP act = 1.3; CYP2C9 act = 0.8; CYP2C19 inh = 49
`O=C(O)Cn1cc(C(=O)C2CC2)c2ccccc21` is entered as CYP2C19 activ = 1.2; PLK1 PBD inh = 17; PLK1 inh = -21; HIV Rev-RRE inh = 8; EphB4 ephrin blk = -1; CYP2C9 inhib = -22; PLAP act = 0.9; CYP2C9 act = 1.2; CYP2C19 inh = -19
